TDP1 block: blocks human tyrosyl-DNA phosphodiesterase 1 | Potency, µM (series often up to 130 µM), for inactives: top-dose activity change, negative = inhibition, usual class: inhibitors | recombinant TDP1, AlphaScreen DNA substrate cleavage | AID 485290 | Q9NUW8 | hit rate 0.28% among 350,000; also: nearly all actives have a fitted effect of over 40% in size
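AlphaScreen read-out: signal falls as enzyme removes the 3' tyrosine-FITC from a 5'-biotinylated DNA oligo (15 nM, 5 min, RT). Enzyme was E. coli-made recombinant Tdp1 at 1 nM, exposed to compound for 15 min beforehand; beads 10 ug/ml, 10 min.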
TDP1 cell noCPT: qHTS for Inhibitors of human tyrosyl-DNA phosphodiesterase 1 (TDP1): qHTS in cells in absence of CPT; Potency, µM (top dose mostly 46.2 µM), inactives show top-dose activity change, negative = growth inhibition, most hits filed as inhibitors; hit rate 15% among 420,000; DT40 Tdp1-/- hTDP1 cells, no CPT, ATP luminescence, 48 h; also: nearly all actives have a fitted effect of over 55% in size
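Growth kinetics read by CellTiter-Glo luminescence after ≥48 hr at 37 °C. Cells: DT40 Tdp1-/- stably carrying human TDP1, 400 per well, compound exposure in the absence of CPT (DMSO vehicle).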
KAT2A inh: GCN5L2 (KAT2A) acetyltransferase inhibition; Q92830; Potency, µM (highest dose often 58.9 µM), inactives show at the highest dose activity change, negative = inhibition, actives largely listed as inhibitors; GCN5L2 HAT assay, ThioGlo1 CoA-SH fluorescence; AID 504327; hit rate 0.21% among 390,000
Target sequence (Q92830 whole entry, looked up): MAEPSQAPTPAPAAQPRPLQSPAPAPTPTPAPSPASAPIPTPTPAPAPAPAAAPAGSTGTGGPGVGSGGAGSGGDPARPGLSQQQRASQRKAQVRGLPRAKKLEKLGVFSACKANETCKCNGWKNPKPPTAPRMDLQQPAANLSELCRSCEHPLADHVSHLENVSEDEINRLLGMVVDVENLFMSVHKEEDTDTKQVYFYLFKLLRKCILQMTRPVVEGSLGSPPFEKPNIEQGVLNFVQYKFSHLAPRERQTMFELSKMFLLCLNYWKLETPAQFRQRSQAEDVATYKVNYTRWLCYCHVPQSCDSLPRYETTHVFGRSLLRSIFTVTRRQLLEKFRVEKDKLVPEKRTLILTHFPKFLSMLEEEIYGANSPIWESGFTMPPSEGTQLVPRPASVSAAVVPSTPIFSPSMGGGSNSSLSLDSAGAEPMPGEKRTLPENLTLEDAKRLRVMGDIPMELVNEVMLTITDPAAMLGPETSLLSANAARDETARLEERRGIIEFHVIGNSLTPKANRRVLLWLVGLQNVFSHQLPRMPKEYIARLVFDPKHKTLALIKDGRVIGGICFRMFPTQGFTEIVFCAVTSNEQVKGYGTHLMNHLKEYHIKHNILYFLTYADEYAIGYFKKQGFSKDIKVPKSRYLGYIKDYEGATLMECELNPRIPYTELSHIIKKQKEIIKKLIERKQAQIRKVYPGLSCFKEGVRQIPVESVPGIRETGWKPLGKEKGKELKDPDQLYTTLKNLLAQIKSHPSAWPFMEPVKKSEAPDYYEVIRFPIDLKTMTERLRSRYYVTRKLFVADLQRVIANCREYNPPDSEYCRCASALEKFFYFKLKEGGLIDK
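GCN5L2 (20 nM) in 50mM HEPES pH 7.5, 0.1mM EDTA, 0.01% Tween-20 preincubated 15 min with compounds at room temperature. Reaction started with H3(1-25) 75uM, acetyl-CoA 70uM, ThioGlo1 50uM; CoA-thiol fluorescence (Ex340/Em540) read at 0 and 20 min.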
The depositor's hits bear a star; ? = inconclusive; / = not tested or not shown; & = joins results of further samples; [ ] = remark or other dose. Calls follow the shape of the dose curve; as a rule, active = well fitted curve in the direction sought with a large enough effect; inconclusive = small, poorly fitted or top-dose-only effect, or another doubt; inactive = no such curve, though single readings can be large; an effect the other way counts as inactive or inconclusive. % is scaled to controls: 0 for no effect and ±100 for the full control effect; potency is read from the fitted curve at half-maximal effect. Some of the compounds tested; rates above refer to the full screens.

SMILES	TDP1 block	TDP1 cell noCPT	KAT2A inh
Brc1ccc2nc(-c3ccncc3)c(NC3CCCC3)n2c1	3%	-27%	-1%
COC(=O)c1[nH]c2ccc(C)cc2c1NC(=O)NC1CCCCC1	2%	0%	-2%
COc1ccc(C(=O)c2sc(NC(C)C)nc2N)cc1OC	4%	23µM*	-12%
O=c1c2cnn(-c3ccccc3)c2nc(-c2ccco2)n1-c1ccccc1	-2%	21µM*	-15%
O=C(NC1CCCC1)C1CCN(C(=O)c2ccc(-c3ccccc3)cc2)CC1	-1%	?	?
CCc1cc2cc(C(=O)Nc3ccc(C)cc3)sc2s1	-3%	?	-2%
COc1ccc(C(=O)NC(=S)NNC(=O)c2c(-c3ccccc3)noc2C)cc1	11%	?	-6%
Cc1ccc(N2C(=O)c3ccc(N)cc3C2=O)cc1	-1%	-19%	-2%
CCCc1nn2c(=O)cc(COC(=O)c3cccc(NC(=O)c4ccc(OCC)cc4)c3)nc2s1	-1%	-19%	4%
c1ccc(C(OC2CCCN(CCc3ccc4c(c3)OCO4)C2)c2ccccc2)cc1 (centres undefined)	15%	/	-24%
COc1ccc(C(=O)Oc2c(Sc3ccc(C)cc3)c(C)nn2C(C)(C)C)cc1OC	3%	21µM*	-5%
Cc1onc(-c2c(Cl)cccc2Cl)c1C(=O)N1CCc2ccccc2C1	4%	?	-9%
O=C(NCc1ccc(Cl)cc1)C1=Cc2cc(Br)ccc2OC1	-4%	?	-1%
O=C1NC(c2cc(Cl)cc([N+](=O)[O-])c2O)Nc2ccccc21 (centres undefined)	9%	-17%	-5%
Cc1cc([N+](=O)[O-])nn1Cc1ccc(C(=O)N/N=C/c2ccc(F)cc2)cc1	4%	-19%	-4%
CCCCNC(=O)CC1S/C(=N/N=C/c2ccc(OC)cc2)NC1=O (centres undefined)	2%	-2%	-9%
CCCCN1C(=O)c2ccc(C(=O)OCC(=O)N3CCN(c4ccccc4)CC3)cc2C1=O	1%	-3%	1%
COc1ccc(Cn2c(-c3ccc(OC)cc3)n[nH]c2=S)cc1	/	-22%	-2%
O=C(Nc1ccc(NC(=O)c2ccc3c(c2)OCO3)cc1)c1cccc(Cl)c1	0%	5%	-5%
O=C(NCc1ccco1)C1CCN(c2ccc(N3CCOCC3)nn2)CC1	5%	-2%	-4%
COc1cccc(N2CCN(c3cnc4ccccc4n3)CC2)c1	-1%	?	-17%
COc1cc(Cl)cc(C#N)c1OCC(=O)O	9%	-13%	0%
O=C(CSc1nc(-c2ccccc2)no1)N1CCN(c2ccccc2F)CC1	3%	-13%	3%
O=C(NC(NC1CCS(=O)(=O)C1)C(=O)c1cccs1)c1ccccc1 (centres undefined)	0%	2%	-2%
C/C(=C\c1ccco1)CN1CCC(N2CCC(C(=O)N3CCOCC3)CC2)CC1	-6%	-29%	-15%
(more compounds)
SMILES	TDP1 block	TDP1 cell noCPT	KAT2A inh
CCc1ccccc1NC(=O)Cn1c(=O)n(CCc2ccccc2)c(=O)c2sc3ccccc3c21	9%	?	-1%
O=[N+]([O-])c1cccc(-c2c[n+]3c(n2-c2ccccc2)SCC3)c1	0%	-6%	-1%
O=c1c(O)c(-c2ccccc2)oc2cccc(O)c12	10%	?	3%
O=C(COC(=O)c1ccccc1O)NCc1ccco1	/	26%	-19%
CCOc1cccc(CN2CCCC(CNC(=O)c3cccc(OC)c3OC)C2)c1 (centres undefined)	/	?	-14%
C=CCC[C@H](Cc1ccc(F)cc1)C(=O)OC[C@@H](Cc1c[nH]c2ccccc12)NC(=O)[C@H](CC=C)CC(=O)N(CCO)Cc1ccccc1	4%	?	-19%
O=C(COC(=O)c1ncc(Cl)c(Cl)c1Cl)NC(=O)c1ccccc1	-8%[0.505 µM]	-2%	3%
CC(NC(=O)CN(c1ccc(Br)cc1)S(C)(=O)=O)c1ccccc1 (centres undefined)	/	?	-2%
CCCC(c1nnnn1CC(=O)OCC)N(Cc1cc2ccc(C)cc2[nH]c1=O)C1CCCC1 (centres undefined)	5%	?	-1%
Cc1ccc(C(=O)Nc2ccc(C)c(S(=O)(=O)Nc3ccccc3Cl)c2)s1	0%	?	-18%
COc1cc(NC(=O)Cn2ccn(Cc3ccccc3OC)c(=O)c2=O)cc(OC)c1	3%	-8%	-3%
CCc1noc(C)c1C(=O)NNC(=O)c1ccc(Br)cc1	0%	-3%	1%
COc1ccccc1OCC(=O)NNC(=O)c1c(-c2ccccc2Cl)noc1C	0%	-3%	0%
Cn1cncc1C#Cc1ccc2cc(CCCO)oc(=O)c2c1	2%	-16%	2%
CC(C)N=C(NS(=O)(=O)c1ccccc1)C(Cl)(Cl)Cl	-3%	2.9µM*	-9%
COC(=O)N1CCC2(CCN(Cc3cc(C(F)(F)F)cc(C(F)(F)F)c3)CC2)CC1	/	15µM*	-2%
NC(=O)c1cc(C(=O)c2ccc(Cl)cc2)c[nH]1	-1%	?	32%[activator]
O=C(CCS(=O)(=O)c1ccccc1)Nc1nccs1	4%	?	-2%
O=C(N/N=C/c1ccc(Cl)cc1)c1cc(-c2cccnc2)nc2ccccc12	0%	7.3µM*	-7%
COc1cccc(C(=O)c2cc3ccc(O)cc3oc2=O)c1	5%	-22%	2%
COc1cc(CNc2ccc3[nH]c(=O)[nH]c3c2)cc(Br)c1OCc1ccc(F)cc1	3%	15µM*	-9%&-8%
Cc1cccc(N2CCN(C(=O)C3CCCN(S(=O)(=O)c4ccc(Br)s4)C3)CC2)c1C (centres undefined)	5%	8.2µM*	-12%
COCc1c(C(=O)OCC(=O)NCc2ccco2)oc2ccccc12	-6%	-26%	-2%
COC(=O)c1nnn(CC(=O)Nc2ccc(Br)c(C)c2)c1N	0%	-3%	-8%
COc1cc(C(=O)N2CCN(C)CC2)cc(OC)c1OC	4%	10%	-13%
(cont.)
SMILES	TDP1 block	TDP1 cell noCPT	KAT2A inh
O=C1COc2ccc(C(=O)CSc3nnc(Cc4ccccc4)o3)cc2N1	/	4%	0%
O=C(Oc1ccccc1)N1CCC2(CCCN(c3ccc(-c4ccccc4)cc3)C2)CC1	/	-28%	-10%
CCOc1cccc(-c2c(C(=O)N/N=C/c3ccsc3)nnn2-c2nonc2N)c1	0%	28%	-2%
COC(=O)/C(C#N)=C/c1ccc(C)o1	1%	16%	-15%
CCCCOc1ccc(CSc2ncn[nH]2)cc1	2%	-22%	-7%
COc1ccc(C2/C=C\CN(C(=O)CC(C)C)CC(=O)N2Cc2ccc(F)cc2)cc1 (centres undefined)	7%&0%	?	-2%
Cc1ccc(NC(=O)C(C)Sc2nnc(C)n2C)cc1 (centres undefined)	/	6%	?
CC(C)c1ccc(C2C(C(=O)c3ccco3)=C(O)C(=O)N2CCN2CCOCC2)cc1 (centres undefined)	7%	2%	-7%
COc1ccccc1NC(=O)c1ccc(COc2ccc(C)c(C)c2)o1	-11%	?	-12%
O=C(/C=C/c1ccc(Cl)cc1Cl)c1ccc[nH]1	5%	?	-2%
CCCCNC(=S)NC(=O)c1ccccc1Br	5%	-22%	-2%
O=[N+]([O-])c1cc(S(=O)(=O)N2CCOCC2)ccc1OCc1cccc(Cl)c1	3%	-17%	-3%
CCOc1ccc(CCNC(=O)CSc2nn(-c3ccc(C)c(Cl)c3)c(=S)s2)cc1OCC	0%	?	32%[activator]
OC1(c2ccc(Cl)cc2)CN(c2ccccc2)C2=[N+]1CCS2 (centres undefined)	5%	?	-7%
COc1ccc(OC)c(CNC(=O)C2CCN(S(=O)(=O)c3cn(C)cn3)CC2)c1	4%	2%	26%
CCn1cc(S(=O)(=O)CC(=O)Nc2ccc(C)cc2)c2ccccc21	2%	-18%	-3%
COc1cccc(NC(=O)c2nn(-c3ccc(OC)cc3OC)c(=O)c3ccccc23)c1	5%	-1%	-8%
Cc1cc(NC(=O)COC(=O)C2CCC2)no1	2%	-1%	-1%
NC(=O)CN1CCN(S(=O)(=O)c2ccc(Cl)cc2)CC1	3%	1%	-3%
Cc1ccc(N(CC(=O)Nc2ccc(C)c(F)c2)S(=O)(=O)c2c(C)n[nH]c2C)cc1	2%	?	-10%
CCCCOc1ccc(-c2ncc([N+](=O)[O-])cn2)cc1	/	-16%	-4%
N#Cc1c(NC(=S)NC(=O)c2ccccc2)sc2c1CCCC2	-3%	?	2%
Cc1ccc(N2CCN(C(=O)N3CCCC3)CC2)cc1C	7%	8%	-6%[0.501 µM]
O=C(Nc1cc(Cl)cc(Cl)c1)c1cc(S(=O)(=O)N2CCc3ccccc3C2)ccc1F	-8%	?	2%
CCc1ccc(OCC(=O)N(Cc2ccc(C)o2)C2CCS(=O)(=O)C2)cc1 (centres undefined)	4%	?	-5%
Following part:
SMILES	TDP1 block	TDP1 cell noCPT	KAT2A inh
Fc1ccc(-c2csc(/C=C/c3ccc4c(c3)OCO4)n2)cc1	-3%	-22%	15%
O=C(CSc1ncnc2nc[nH]c12)c1ccc2ccccc2c1	3%	12µM*	-6%
O=C(Nc1nc2ccc(SC(F)F)cc2s1)c1ccc2c(c1)S(=O)(=O)c1ccccc1C2=O	0%	/	-4%
CN(C)Cc1c(O)ccc2c(=O)c(-c3ccccc3)c(C(F)(F)F)oc12	/	-15%	-4%
COc1cccc(CC2(CO)CCN(CC3=CC[C@H]4C[C@@H]3C4(C)C)CC2)c1	3%	?	2%
Cc1[nH]nc(SCC(=O)NC2CCCCC2)c1[N+](=O)[O-]	5%	-4%	-7%
CC1(C)C(=O)OC(c2ccccc2)C(C)(C)C1=O (centres undefined)	/	-14%	-3%
COc1ccc(CC(=O)Nc2nccs2)cc1OC	0%	?	3%
COc1ccccc1Cc1nc2ccccc2nc1SCC(=O)NCc1ccccc1Cl	5%	?	2%
O=C(Nc1cccc(-c2cscn2)c1)C1CCN(Cc2ccsc2)CC1	2%	-8%	3%
CCCCSC1=N/C(=C/c2ccsc2)C(=O)N1c1ccccc1	?	?	-8%
CCN(CC)S(=O)(=O)c1cccc(NC(=O)c2ccc(Br)cc2)c1	5%	21µM*	-2%
CCN(CC)CCNc1nc(SC)nc2sc3c(c12)CCN(C)C3	/	?	1%
COc1ccc(-c2cc(C)no2)cc1S(=O)(=O)N1CCOc2ccccc21	2%&3%	18µM*	-4%&-7%
CC1CCCN(S(=O)(=O)c2cccc(C(=O)NCc3ccco3)c2)C1 (centres undefined)	0%	?	-7%
Clc1ccc(-c2cc3ccccc3nc2N2CCOCC2)cc1	/	?	-11%
CN(Cc1c(C(=O)N/N=C/c2ccccc2)nnn1-c1nonc1N)C1CCCCC1	3%	-20%	4%
CCOC(=O)c1c(NC(=O)c2nc(SC(C)C)ncc2Cl)sc2c1CCCC2	2%	-11%	-3%

Compounds from the list above containing fluorine, in the order listed:
SMILES	TDP1 block	TDP1 cell noCPT	KAT2A inh
Cc1cc([N+](=O)[O-])nn1Cc1ccc(C(=O)N/N=C/c2ccc(F)cc2)cc1	4%	-19%	-4%
O=C(CSc1nc(-c2ccccc2)no1)N1CCN(c2ccccc2F)CC1	3%	-13%	3%
C=CCC[C@H](Cc1ccc(F)cc1)C(=O)OC[C@@H](Cc1c[nH]c2ccccc12)NC(=O)[C@H](CC=C)CC(=O)N(CCO)Cc1ccccc1	4%	?	-19%
COC(=O)N1CCC2(CCN(Cc3cc(C(F)(F)F)cc(C(F)(F)F)c3)CC2)CC1	/	15µM*	-2%
COc1cc(CNc2ccc3[nH]c(=O)[nH]c3c2)cc(Br)c1OCc1ccc(F)cc1	3%	15µM*	-9%&-8%
COc1ccc(C2/C=C\CN(C(=O)CC(C)C)CC(=O)N2Cc2ccc(F)cc2)cc1 (centres undefined)	7%&0%	?	-2%
Cc1ccc(N(CC(=O)Nc2ccc(C)c(F)c2)S(=O)(=O)c2c(C)n[nH]c2C)cc1	2%	?	-10%
O=C(Nc1cc(Cl)cc(Cl)c1)c1cc(S(=O)(=O)N2CCc3ccccc3C2)ccc1F	-8%	?	2%
Fc1ccc(-c2csc(/C=C/c3ccc4c(c3)OCO4)n2)cc1	-3%	-22%	15%
O=C(Nc1nc2ccc(SC(F)F)cc2s1)c1ccc2c(c1)S(=O)(=O)c1ccccc1C2=O	0%	/	-4%
CN(C)Cc1c(O)ccc2c(=O)c(-c3ccccc3)c(C(F)(F)F)oc12	/	-15%	-4%

Another view of 2 compounds above.
Every second line gives: TDP1 block, TDP1 cell noCPT, KAT2A inh
- O=C(Nc1cccc(-c2cscn2)c1)C1CCN(Cc2ccsc2)CC1
  2%, -8%, 3%
- CCN(CC)S(=O)(=O)c1cccc(NC(=O)c2ccc(Br)cc2)c1
  5%, 21µM*, -2%

High-throughput results: PubChem BioAssay, National Center for Advancing Translational Sciences (NCATS)
